# NPSR antag: antagonists of human neuropeptide S receptor cAMP signaling; 220,000 tested, 1% active; Q6W5P4; CHO-NPSR cells, cAMP TR-FRET, antagonist mode; AID 1461; Potency, µM (doses to about 38.3 µM), for the others: at the highest dose activity change, negative = inhibition, actives largely listed as inhibitors; note: potency is the fitted concentration of half-maximal effect; % is set by controls: 0 for no effect and ±100 for the full control effect; nearly all actives have a fitted effect of over 50% in size; many of its hits are not listed in these tables
# Target sequence (Q6W5P4 whole entry, looked up): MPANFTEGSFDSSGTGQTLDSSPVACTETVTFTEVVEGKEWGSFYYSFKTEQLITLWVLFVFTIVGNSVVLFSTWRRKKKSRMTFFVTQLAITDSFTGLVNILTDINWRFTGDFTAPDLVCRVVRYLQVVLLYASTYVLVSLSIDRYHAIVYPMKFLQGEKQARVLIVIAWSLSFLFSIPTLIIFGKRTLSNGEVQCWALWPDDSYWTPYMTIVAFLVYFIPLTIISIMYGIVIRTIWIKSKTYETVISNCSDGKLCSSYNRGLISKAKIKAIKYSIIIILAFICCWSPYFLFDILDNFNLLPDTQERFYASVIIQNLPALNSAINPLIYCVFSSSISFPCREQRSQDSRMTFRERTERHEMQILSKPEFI
# CBFb-RUNX1 inh: CBF-beta/RUNX1 interaction disruption; Potency, µM (doses to about 59.8 µM), for inactives: at the top dose activity, negative = inhibition, hits mostly inhibitors; AID 1477; AlphaScreen CBFb-His/RUNX1-biotin binding, biochemical; 230,000 tested, under 10 active; Q01196+Q13951; note: % of control where 0% means no effect
#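 CBFb-His/RUNX1-biotin, 30 nM each, preincubated 20 min RT; compound 15 min RT; Ni + streptavidin beads 50 ng each, 90 min RT; AlphaScreen read.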
# IMPase Li inh: membrane-permeable IMPase blocker, potentiated with lithium; CHO-M1 cells, IP1 TR-FRET (IP-One), carbachol + lithium; Potency, µM (top dose mostly 59.4 µM), inactives show at the top dose activity, negative = IMPase inhibition, hits mostly inhibitors; 210,000 tested, 0.35% active;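 note: IP1 builds up when IMPase is blocked and the TR-FRET signal falls; potency is the fitted concentration of half-maximal effect; plate controls were basal vehicle for no effect and high inhibitor control for full effect; nearly all actives have a fitted effect of over 50% in size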
#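 Steps: plate 2000 CHO-M1 cells per well and culture 16–30 h; add compound and lithium; incubate 30 min, 37C; add d2-IP1 tracer and Eu cryptate anti-IP1 antibody in lysis buffer; read after 10 min at room temperature.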
# L3MBTL1 block: blocks human L3MBTL1; Potency, µM (top dose mostly 57.1 µM), without a hit: top-dose activity, negative = inhibition, actives largely listed as inhibitors; AlphaScreen L3MBTL1–H3K9me1 peptide binding; AID 485360; Q9Y468; 230,000 tested, 0.66% active; note: potency is the fitted concentration of half-maximal effect; % is set by controls: 0 for no effect and ±100 for the full control effect; nearly all actives have a fitted effect of over 60% in size
#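 First, the protein-peptide complex forms for 30 min at room temperature (L3MBTL1 50 nM, biotinylated H3K9me1 peptide 75 nM). Next, compounds are pin-transferred and incubated 30 min. Finally, AlphaScreen beads are added and read after 30 min.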
# HTT aggregate: inhibitors of mutant huntingtin aggregate formation in PC12 cells. Potency, µM (series often up to 46.1 µM), for the others: at the highest dose activity change, negative = inhibition, hits mostly inhibitors. 220,000 tested, 1.1% active. PC12 HttQ103-GFP aggregates, Acumen cytometry, 40 h. AID 1688; note: potency is the fitted concentration of half-maximal effect; % is set by controls: 0 for no effect and ±100 for the full control effect; nearly all actives have a fitted effect of over 60% in size
#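 Quantitative HTS on tebufenozide-induced (100 nM) PC12 cells stably expressing polyQ103 Huntingtin exon 1–GFP. Reduction of bright GFP aggregates, detected by laser scanning cytometry after lysis, identified actives across the titration.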
# Luc counter: blocks Kinase-Glo luciferase, a counter-screen artifact; 200,000 tested, 0.28% active; Potency, µM (series often up to 38.3 µM), without a hit: at the highest dose activity change, negative = inhibition, most hits filed as inhibitors; Q27757; Kinase-Glo luciferase, ATP luminescence, 8 min; note: potency is the fitted concentration of half-maximal effect; % is set by controls: 0 for no effect and ±100 for the full control effect; nearly all actives have a fitted effect of over 60% in size
#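 Compound is pinned into ATP-containing buffer (10 uM ATP, imidazole pH 7.2, 7 mM MgCl2). Kinase-Glo luciferase reagent is then added. Light output is recorded following an 8-min room-temperature incubation.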
# Epigenetic derep: regulators of epigenetic silencing causing reporter derepression in mouse cells; murine LDR cells, GFP reporter derepression, 30 h; Potency, µM (doses to about 53.9 µM), inactives show at the top dose GFP activation, hits mostly activators; 280,000 tested, 0.2% active; AID 1865; note: potency is the fitted concentration of half-maximal effect; % of control where 0% means no effect; nearly all actives have a fitted effect of over 60% in size
#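 Murine LDR cells bearing a silenced CMV-driven GFP reporter were exposed to compound for 30 h at 37 C. After PBS washes, GFP-positive cells (20-120 um objects) counted by laser-scanning microplate cytometry.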
# * marks the source's active call; other numbers are inactive results; ? = inconclusive; . = not tested or not shown; [ ] = remark or other dose. Calls come from the whole dose curve; as a rule, active = well fitted curve in the direction sought with a large enough effect; inconclusive = small, poorly fitted or top-dose-only effect, or another doubt; inactive = no such curve, though single readings can be large; an effect the other way counts as inactive or inconclusive.
# Screens in order: NPSR antag, CBFb-RUNX1 inh, IMPase Li inh, L3MBTL1 block, HTT aggregate, Luc counter, Epigenetic derep
Cc1ccc(NC(=O)c2ccc3snnc3c2)cc1
    -4%, 11%, 1%, 5%, 5%[9.22 µM], -2%, -0.1%
Cc1noc(C)c1S(=O)(=O)Nc1c(C)n(C)n(-c2ccccc2)c1=O
    12%[46.1 µM], 6%, 2%[38.3 µM], ., 6%, 9%, -2.3%
Cc1ccc(NC(=O)N[C@@H](CC(C)C)C(=O)O)c(C)c1
    10%, 5%, ., -9%, -21%[9.22 µM], ., 1.1%
O=C(COC(=O)CC1CC2CCC1C2)NC(=O)NCc1ccco1 (stereo unspecified)
    -12%[46.1 µM], -9%, 22%[38.3 µM], ., ?, 2%, 6.5%
O=C(COC(=O)c1ncc(Cl)c(Cl)c1Cl)Nc1ccccc1OC(F)F
    -7%, 1%, -6%, 11%, 17%, 0%, 3.1%
Cn1c(=O)[nH]c(=O)c2c1nc(N1CCCCCC1)n2CCOc1ccccc1
    -21%, 6%, 5%, 0%, 13%[9.22 µM], -2%, -0.1%
COC(=O)[C@@]1(Cc2ccc(OC)cc2)[C@H]2c3cc(C(=O)N4CCCC4)n(Cc4cc(F)c(F)c(F)c4)c3C[C@H]2CN1C(=O)c1ccccc1
    ., 3%, 3%, ., ., 0%, 3.6%
Cc1cc(C)c(NC(=O)Nc2ccccc2C)c(Cl)c1
    10%, 2%, 10%, 16%, ., -3%, 1.1%
c1ccc(-c2noc(-c3cccc4ccccc34)n2)cc1
    -17%[46.1 µM], ?, 29%[38.3 µM], 91%[activator], -4%, 1%, 4.8%
Cc1nnsc1S(=O)(=O)Cc1ccccc1Cl
    -1%[46.1 µM], 2%, 2%[38.3 µM], 4%, 16%, -3%, -0.4%

# The last 6 compounds of the section above are carried over, then new ones follow.
# Screens in order: NPSR antag, CBFb-RUNX1 inh, IMPase Li inh, L3MBTL1 block, HTT aggregate, Luc counter, Epigenetic derep
O=C(COC(=O)c1ncc(Cl)c(Cl)c1Cl)Nc1ccccc1OC(F)F
    -7%, 1%, -6%, 11%, 17%, 0%, 3.1%
Cn1c(=O)[nH]c(=O)c2c1nc(N1CCCCCC1)n2CCOc1ccccc1
    -21%, 6%, 5%, 0%, 13%[9.22 µM], -2%, -0.1%
COC(=O)[C@@]1(Cc2ccc(OC)cc2)[C@H]2c3cc(C(=O)N4CCCC4)n(Cc4cc(F)c(F)c(F)c4)c3C[C@H]2CN1C(=O)c1ccccc1
    ., 3%, 3%, ., ., 0%, 3.6%
Cc1cc(C)c(NC(=O)Nc2ccccc2C)c(Cl)c1
    10%, 2%, 10%, 16%, ., -3%, 1.1%
c1ccc(-c2noc(-c3cccc4ccccc34)n2)cc1
    -17%[46.1 µM], ?, 29%[38.3 µM], 91%[activator], -4%, 1%, 4.8%
Cc1nnsc1S(=O)(=O)Cc1ccccc1Cl
    -1%[46.1 µM], 2%, 2%[38.3 µM], 4%, 16%, -3%, -0.4%
Cc1ccc2oc(=O)c3cnn(CC(=O)N(CCN(C)C)Cc4ccco4)c3c2c1
    -6%[46.1 µM], 0%, 5%[38.3 µM], ., 16%, 1%, 1.8%
CC(C)/C=N/NC(=O)c1cccc(N2CCCC2=O)c1
    0%[46.1 µM], -1%, 1%, 2%, -23%, 2%, 1.1%
COc1ccc(OC)c(N(CC(=O)NCc2ccccn2)S(C)(=O)=O)c1
    3%[46.1 µM], 1%, -13%[38.3 µM], -8%, 7%, -4%, -1.1%
CC1CCN(c2c(NCC3CCC(C(=O)NCCc4ccc(Cl)cc4)CC3)c(=O)c2=O)CC1 (stereo unspecified)
    -36%, 8%, ., ., -9%[9.22 µM], ., -4.2%
O=c1cc2c(nn1Cc1ccccc1)-c1ccccc1CC2
    -7%, 2%, -2%, 22%, -1%, -2%, 1.3%
Cc1cccc(NC(=O)CN(C)S(=O)(=O)c2cccc3cccnc23)c1
    -4%[46.1 µM], 3%, 5%[38.3 µM], ., 12%, 1%, -1.2%
COc1ccc(-c2noc(-c3cc(C)cc(C)c3)n2)cc1OC
    -9%[46.1 µM], 3%, 12%[38.3 µM], ., ?, -1%, 0.8%
Cc1nn(-c2ccccc2)c(N2CCCCC2)c1/C=N/O
    -18%[46.1 µM], 7%, 10%[38.3 µM], -4%, 4%, -7%, -2.5%
CC(=O)C1=C(O)C(=O)N(CC(=O)O)C1c1ccccc1Cl (stereo unspecified)
    ?, 3%, -27%[38.3 µM], ., -14%, -2%, 1.2%
Nc1ccc(C(=O)N/N=C2\CCCc3c2[nH]c2ccccc32)cc1
    15%[46.1 µM], -4%, 8%[38.3 µM], 8%, 19%, 0%, -1.3%

# Remaining list, next part
# Screens in order: NPSR antag, CBFb-RUNX1 inh, IMPase Li inh, L3MBTL1 block, HTT aggregate, Luc counter, Epigenetic derep
COc1ccc(C(=O)O)cc1S(=O)(=O)N(C)C
    11%, -5%, -7%, ., 23%, -1%, 8.6%
N[C@@H](Cn1ccc(=O)n(Cc2ccccc2C(=O)O)c1=O)C(=O)O
    ., 4%[21.7 µM], 10%, ., ., -3%, 1.1%
O=C(NC1CCN(C(=O)NC2CCCCC2)CC1)c1ccco1
    4%[46.1 µM], 12%, 2%[38.3 µM], 2%, -3%, -2%, -2.9%
CC(C(=O)O)c1n[nH]c(=O)c2ccccc12 (stereo unspecified)
    -16%[46.1 µM], -3%, 35%[activator][38.3 µM], ., 10%, -1%, 1.6%
CCN(CCn1cccn1)C(=O)CC1C(=O)NCCN1Cc1ccc(OC)c(OC)c1 (stereo unspecified)
    14%, 2%, 5%, 5%, -19%[9.22 µM], 4%, -0.1%
COc1ccc(N2CCN(C(=O)c3ccc(OCc4c(C)noc4C)c(OC)c3)CC2)cc1
    -11%[46.1 µM], 3%, 12%[38.3 µM], -3%, 3%, -1%, -1.2%
COc1cc(OC)c(OC)cc1/C=N/NC(=O)c1ccc(=O)n(C)c1
    -12%, -5%, 5%, 7%, -15%, -2%, -0.9%
Cc1ccc(CC2SC(=O)NC2=O)cc1Cl (stereo unspecified)
    ?, -1%, 5%, 11%, -16%, -3%, -1.8%
COc1ccc([N+](=O)[O-])cc1NC(=O)C(C)N(C)Cc1cccc(OC)c1OC (stereo unspecified)
    -50%, -9%, 13%, -3%, -14%, 1%, -1.1%
COc1ccc(C2C(C#N)=C(N)Oc3n[nH]c(C)c32)cc1Cn1nc(C)c([N+](=O)[O-])c1C (stereo unspecified)
    -14%[46.1 µM], 8%, 8%, ?, 9%, 0%, -6.0%

# (listing goes on)
# Screens in order: NPSR antag, CBFb-RUNX1 inh, IMPase Li inh, L3MBTL1 block, HTT aggregate, Luc counter, Epigenetic derep
O=C(Nc1ccccn1)c1ccc(CN(c2ccccc2)S(=O)(=O)c2ccccc2)cc1
    -44%, -12%, 18%, -7%, 2%, 1%, -0.4%
Cc1cc(C)c(C#N)c(SCc2nc3ccccc3[nH]2)n1
    -8%[46.1 µM], 12%, 25%[38.3 µM], ., 10%, -2%, -9.8%
CC12CCC(C(=O)Nc3ccccc3N3CCOCC3)(CC1=O)C2(C)C (stereo unspecified)
    -12%[46.1 µM], 4%, 6%[38.3 µM], -3%, -5%[9.22 µM], 5%, 0.8%
COCC(C)n1c(C)cc(C(=O)COc2ccc(S(=O)(=O)N3CCOCC3)cc2Cl)c1C (stereo unspecified)
    -1%[46.1 µM], -18%, 17%[38.3 µM], ., 1%, 4%, -1.0%
COC(=O)c1ccc(C)c(NC(=O)CCSc2ccc(C)cc2)c1
    -11%[46.1 µM], -2%, 6%, 7%, -23%, 5%, 2.3%
CCN1C(=O)/C(=C2/Sc3ccc(OC)cc3N2C)SC1=Nc1ccc(OC)cc1
    2%, -7%, -5%, ., -15%, -1%, -3.0%
CCN1CCN(C(=O)Nc2cccc3ccccc23)CC1
    -7%[46.1 µM], -4%, -9%[38.3 µM], ., -1%[9.22 µM], 1%, -9.3%
CCc1nc(NCc2cccnc2)c2oc3ccccc3c2n1
    -2%[46.1 µM], 12%, 11%[38.3 µM], 3%, -12%, -5%, -1.0%
COc1ccc(CCNC(=O)COc2ccc(S(=O)(=O)NCC(C)C)cc2Cl)cc1OC
    -21%[46.1 µM], 6%, ., -6%, 0%, ., -0.9%
Cc1ccc2c(c1)c1c3n2CCN=C3CCC1
    -11%[46.1 µM], -15%, -9%[38.3 µM], 4%, 9%, -3%, -4.5%

# The listing continues.
# Screens in order: NPSR antag, CBFb-RUNX1 inh, IMPase Li inh, L3MBTL1 block, HTT aggregate, Luc counter, Epigenetic derep
Nc1nnnn1/N=C/c1cccc(OCc2ccccc2Cl)c1
    -5%[46.1 µM], -4%, 10%, 5%, -9%, 0%, 1.2%
CCN(CC)S(=O)(=O)c1ccc2c3c(cccc13)C(=O)N2
    -4%[46.1 µM], 16%, 7%[38.3 µM], 9%, 1.6µM*, 3%, 0.0%
CC1CCN(c2c([N+](=O)[O-])c(=O)oc3ccccc23)CC1
    2%, 6%, 4%, -1%, -3%, -5%, 0.0%
COc1ccc(CNC(=O)c2cccc(S(=O)(=O)N3CCN(C)CC3)c2)cc1
    20%, -5%, -6%, ., 14%, -1%, -0.9%
Cc1cc(NC(=O)c2ccccc2Cl)n(C(C)(C)C)n1
    -26%, 9%, ., 4%, 13%[9.22 µM], ., 1.1%

# Compound activity (PubChem BioAssay)

# Some of the compounds tested (hit frequency here may not be typical).
